Screening data deposited in PubChem by several laboratories.
INS promoter inh – TRM-6 insulin promoter activity inhibition. TRM-6 cells (human fetal islet line), insulin promoter-eGFP reporter, imaging; reporter expression induced with tamoxifen. inhibition, % at 2 µM. actives 0.9% (n = 130,000). AID 1273;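 active = inhibition above the mean plus 3 SD, with well images judged a real hit on visual review, cut at about 60% in these data, passing the limit was not always enough; inconclusive = inhibition over the cutoff but images rejected on review; inactive = inhibition not above the cutoff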
SDO1 yeast rescue – sdo1-depleted yeast growth rescue; S. cerevisiae sdo1-depleted JHY4D growth rescue, OD600 30 h; hits give high values; pdr5 snq2 efflux-pump mutant strain; z-score at 10 µM; actives 0.21% (n = 140,000);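 active = z-score above 3 at both the 24 hr and the 30 hr optical density reads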;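 also: z-score against mean and SD of all compound wells on the same plate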
SDO1 yeast rescue Rescue 24 h – further read-out of SDO1 yeast rescue, marked with its call; z-score; S. cerevisiae sdo1-depleted JHY4D growth rescue, OD600; measured here: growth rescue at 24 h;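 0 is the plate mean of compound wells and units are plate SD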
* marks the source's active call; other numbers are inactive results; i = inactive; u = inconclusive; x = not tested or not shown; [ ] = dose if it differs, or a comment.

SMILES	INS promoter inh	SDO1 yeast rescue	SDO1 yeast rescue Rescue 24 h
O=S1(=O)N=C(Oc2ccccc2)c2ccccc21	x	1.49	1.37
CSc1cccc(NC(=O)C(C)Sc2ccc(C)cc2)c1 (stereo not given)	x	-0.73	-1.22
COc1ccc(S(=O)(=O)Nc2c3ccccc3nc(=O)n2-c2ccccc2)cc1	16.7	0.52	0.25
CCOc1nc(-c2ccc(Cl)cc2)nc2ccccc12	0.0	0.01	3.23
CCc1nccn1C(=O)c1cnn2c(C(F)F)cc(-c3ccc(C)cc3)nc12	x	-0.14	-0.15
COc1cc(C(=O)NCCCc2nc3ccccc3n2Cc2cc(C)ccc2C)cc(OC)c1OC	-47.6	-0.29	0.25
CC1CC(OCC(O)CN2CCN(Cc3ccccc3)CC2)CC(C)(C)C1 (stereo not given)	x	-1.9[9.2 µM]	-0.2
CCCNC(=O)c1cccc(C(F)(F)F)c1	x	0.22	0.13
CCOC(=O)CCc1c(C)c2ccc(OC(C)C(=O)OCC)c(C)c2oc1=O (stereo not given)	2.6	-0.19	-0.85
C/C(=N/OCC(=O)NCCCCCCNC(=O)CO/N=C(/C)c1cccs1)c1cccs1	-21.4	-0.12	-0.29
CCN(CC)S(=O)(=O)c1cccc(NC(=O)c2ccc(-n3nc(C)cc3C)cc2)c1	x	-0.16	-0.49
CN(C)/C=C(\C(=O)c1ccc(Cl)cc1)c1nnnn1-c1ccc(Cl)cc1	-160.0	-1.34	-1.65
O=C(NCCCn1ccnc1)/C(=C\c1cccs1)NC(=O)c1ccco1	0.0	1.55	1.86
CC(/C=N/n1cnnc1)=C\c1ccco1	-12.3	1.46	1.69
O=C(CSc1ncccc1-c1nc2ccccc2[nH]1)NCc1ccco1	x	0.53	0.54
C[C@]12CC[C@@H]3c4ccc(O)cc4CC[C@H]3[C@@H]1C[C@@H](O)[C@@H]2O	-13.6	-0.22	-0.91
Cc1ccc(OCCCC(=O)N2CCOCC2)c(C)c1	12.0	0.13	-1.05
O=C(NCc1ccccc1)C1CCCN1S(=O)(=O)c1cccc2cccnc12 (stereo not given)	x	-0.01	-0.09
COc1cc2c3nnc(-c4ccc(F)cc4)c-3cn(Cc3cccc(F)c3)c2cc1OC	i	x	x
CCOC(=O)CN1C2=NCCN2c2ccccc21	21.6	0.55	0.32
CCCCN(CCCC)C(=O)c1nsnc1-c1ccccc1O	-17.9	-0.69	-0.62
CSCc1cc(N(C)C)nc(SCc2ccc(Cl)c(Cl)c2)n1	-23.5	-1.8	-2.03
O=C(NC(=S)N1CCN(c2ccc([N+](=O)[O-])cc2)CC1)c1ccc(F)cc1	51.9	0.94	1.02
COc1ccc2nc3oc(C(=O)Nc4ccc(OC)c(OC)c4)cc3cc2c1	48.4	-0.17	1.25
COC(=O)[C@H](Cc1ccccc1)NC(=O)O[C@H]1C(=O)c2ccc(OC)cc2O[C@@H]1c1ccc2c(c1)OCO2	4.5	-1.43	-1.49
CCSc1nnc(N2C(=O)CC(c3ccsc3)C3=C2CC(C)(C)CC3=O)s1 (stereo not given)	x	0.74	0.45
Cc1[nH]c(=O)[nH]c(=O)c1S(=O)(=O)N1CCCC(C(=O)N2CCN(c3cccc(C(F)(F)F)c3)CC2)C1 (stereo not given)	25.9	x	x
CCC(=O)Nc1cccc(NC(=O)CSc2nnnn2C2CCCC2)c1	x	0.99	0.96
Cc1cc(C)c(C#N)c(SCc2c(F)cccc2[N+](=O)[O-])n1	-45.5	-0.41	-0.58
COc1ccccc1/C(O)=C(\C#N)c1nc2ccccc2[nH]1	-26.7	x	x
CC1Cc2ccccc2N1C(=O)CSc1ccccc1 (stereo not given)	-58.3	-1.34	-1.41
CCCc1cc(=O)oc2cc(C)cc(OCC(=O)O)c12	-11.1	-0.25	-0.71
COc1ccccc1NC(=S)NNC(=O)c1nn(C)c(C)c1Br	-13.3	0.59	0.33
COc1ccc(OC)c(NC(=O)CCN2CCCCC2)c1	38.5	-0.3	-0.91
CC(Sc1ccc2c(c1)OCCO2)C(=O)Nc1ncc(Cl)cc1Cl (stereo not given)	-41.7	-0.39	-0.57
COc1cccc(N(CC(=O)Nc2cccc(N(C)S(C)(=O)=O)c2)S(C)(=O)=O)c1	20.0	1.29	1.27
O=C(CN1CCN(CCN2C(=O)c3cccc4cccc(c34)C2=O)CC1)c1ccc(F)cc1	-28.1	-0.11	-1.08
COc1ccc(CCNS(=O)(=O)c2ccc(Cl)s2)cc1OC	-28.9	-0.45	-0.54
O=C(NCCCN1CCc2ccccc2C1)C1CCN(c2nnc(-n3cccc3)s2)CC1	-71.4	1.68	2.87
COc1ccc(CCNC(=O)c2nnc(Cc3ccc(Cl)cc3)o2)cc1OC	x	0.36	0.2
O=C(Nc1cccc(-c2ccc3nncn3n2)c1)c1ccco1	-33.3	x	x
O=C(CSc1nnc(-c2ccccc2)n1Cc1ccccc1)N1CCCC1	18.2	0.51	0.28
Cc1ccc(S(=O)(=O)Cn2nnnc2C(C(C)C)N2CCN(Cc3ccco3)CC2)cc1 (stereo not given)	x	0.13	-0.5
CSc1ccc(CN(C)CC(=O)Nc2cccc(Br)c2)cc1	x	-1.24	-0.25
COc1ccccc1NC(=O)Cn1cnc2c(cnn2-c2ccc(C)c(C)c2)c1=O	x	-0.54	-0.18
COC(=O)c1ccc(N(C(=O)c2ccco2)C(C(=O)NC2CCCC2)c2ccco2)cc1 (stereo not given)	-19.1	-0.35	-0.24
CC(=C/c1ccc(C(C)C)cc1)/C=N/NC(=O)Cn1nc(C)cc1C	18.8	-1.28	-0.79
CC12C=CC3(O1)C(C(=O)N(c1ccccc1)C3C(=O)NC1CCCC1)C2C(N)=O (stereo not given)	48.8	0.18	-0.11
CC1=C(Sc2ccccn2)C(=O)NC(C)(C)C1	16.7	-0.74	-1.06
COC(=O)CCN(C1CCCCC1)S(=O)(=O)c1ccc(S(=O)(=O)N2CCCCC2)cc1	x	-0.93	-0.9
Cc1ccc(N(C(=O)c2nsc(Cl)c2Cl)C(C(=O)NC2CCCC2)c2ccc(O)cc2)cc1C (stereo not given)	-69.0	0.13	0.31
O=S(=O)(c1ccc(Cl)cc1)N1CCC(N2CCOCC2)CC1	x	-0.17	-0.68
Cn1c(=O)c2cc(S(=O)(=O)NC(C(=O)N3CCCCCC3)c3ccccc3)ccc2n(C)c1=O (stereo not given)	x	-0.31	-0.59
COc1cc(-c2nc3ccccn3c2/N=C/c2ccccc2)ccc1O	x	0.7	0.06
N#CC[n+]1cc(-c2ccc(Cl)cc2)n2c1CCC2	-54.5	1.67	4.12
CCc1ccc(C2CC(c3ccccc3C)n3nc(N)nc3N2)cc1 (stereo not given)	x	0.37	-0.05
Cc1ccc(S(=O)(=O)Nc2nccs2)cc1[N+](=O)[O-]	42.9	x	x
CCOC(=O)C1CCCN(C(=O)c2c(-c3ccccc3Cl)noc2C)C1 (stereo not given)	x	-0.01	-0.65
COc1cccc(C(=O)NC2=NCCS2)c1	75.0*	1.26	1.51
NC1=NC(=O)C(Cc2cccc(Cl)c2Cl)S1 (stereo not given)	x	1.87	1.18

Other entries.
SMILES	INS promoter inh	SDO1 yeast rescue	SDO1 yeast rescue Rescue 24 h
O=C(CO/N=C/c1ccccc1O)NNC(=O)c1ccccc1Cl	52.4	1.3	1.43
Cc1ccc(S(=O)(=O)Cc2ccc(C(=O)N3CCCC3)o2)cc1	x	1.42	1.33
Cc1nc2ccccc2n1CCCOc1ccccc1	50.0	0.15	-0.07
CCOP(=O)(OCC)C(Nc1cccc(C(F)(F)F)c1)c1ccc(F)cc1 (stereo not given)	-37.1	-1.06	-1.01
CCn1c(SCC(=O)O)nnc1C1CCCCC1	0.0	-0.53	-1.06
Cc1cc(NC(=O)/C=C/c2ccc(Br)cc2)no1	-28.6	0.09	0.86
Cc1cccc(N(C(=O)Cn2nnc3ccccc32)C(C(=O)NC(C)(C)C)c2ccsc2)c1C (stereo not given)	-6.2	0	0.06
O=C(N/N=C\c1cc(Br)ccc1O)c1ccc(S(=O)(=O)N2CCCCC2)cc1	u	-0.5	1.38
COc1ccc(N2C(=O)c3ccccc3NC2c2cccnc2)cc1 (stereo not given)	-14.3	x	x
CCOc1ccc(NC(=O)NC(=O)N(C)S(=O)(=O)c2ccc(C)cc2)cc1	-5.0	x	x
Fc1cccc(-c2cc3nc4c(c(NCc5ccco5)n3n2)CCCC4)c1	x	-2.06	-0.51
Cn1c(C(=O)NCC2CCCO2)cc2c(=O)n(C)c3ccccc3c21 (stereo not given)	x	0.52	0.16
COC(=O)CN1C(=S)N(Cc2ccccc2)C(=O)C1CC(=O)Nc1ccc(Br)cc1 (stereo not given)	46.1	-2.28	-1.85
COC(=O)CCC(=O)Nc1cccc(Br)c1	-6.2	0.34	0.75
CC1(C)CC(=O)C(Sc2ccccc2[N+](=O)[O-])=C(O)C1	15.4	0.88	0.27

Looked up above:
SDO1 yeast rescue Rescue 24 h result of COC(=O)CCC(=O)Nc1cccc(Br)c1 = 0.75
INS promoter inh result of CCOc1ccc(NC(=O)NC(=O)N(C)S(=O)(=O)c2ccc(C)cc2)cc1 = -5.0
SDO1 yeast rescue result of O=C(CO/N=C/c1ccccc1O)NNC(=O)c1ccccc1Cl = 1.3
INS promoter inh result of CC1(C)CC(=O)C(Sc2ccccc2[N+](=O)[O-])=C(O)C1 = 15.4
INS promoter inh result of CCOP(=O)(OCC)C(Nc1cccc(C(F)(F)F)c1)c1ccc(F)cc1 (stereo not given) = -37.1

New compounds follow
SMILES	INS promoter inh	SDO1 yeast rescue	SDO1 yeast rescue Rescue 24 h
Cn1c(=O)[nH]c(=O)c2c1nc(Br)n2CCCc1ccccc1	9.6	-1.27	-1.07
N#Cc1c(/N=C/N2CCCC2)oc(-c2ccccc2)c1-c1ccccc1	-13.3	0.58	0.75
CCOC(=O)C(Cc1ccccc1)c1ccnc2ncnn12 (stereo not given)	20.0	x	x
COc1ccc(CCNC(=O)C2CCN(S(=O)(=O)c3ccc(OC)c(OC)c3)CC2)cc1	-3.3	0.42	-0.61
N#Cc1sc2nc3c(c(-c4cccnc4)c2c1N)CCC3	8.6	-0.9	-1.1
COc1ccc2c(c1)CCC1C2=NN(/C(C)=C\C(C)=O)C1c1ccc(F)cc1 (stereo not given)	-75.0	x	x
COc1ccc(C(=O)N/N=C/c2ccc(OC(=O)c3cccc4ccccc34)c([N+](=O)[O-])c2)cc1	16.7	1.46	4.11
CCS(=O)(=O)N1CCCC(C(=O)NCCCN2CCCC2=O)C1 (stereo not given)	x	0.23	-0.04
COc1ccc(CCN2CC(O)=C(c3nc4ccccc4c(=O)[nH]3)C2=N)cc1OC	47.6	0.51	0.2
O=S(=O)(Cc1ccc(Cl)cc1)N1CCCC1	21.4	1.47	1.13
COc1cc2cc(C(N)=O)c(N)nc2cc1OC	-8.7	1.07	1.65
COc1ccc(N=c2oc3ccc(OC)cc3cc2-c2nc3ccccc3[nH]2)cc1	8.3	0.86	1.42
Cc1cc(C)nc(NC(=O)c2c(-c3c(Cl)cccc3Cl)noc2C)n1	-18.5	1.15	1.64
Cc1ccc(OCc2nnc(N)s2)cc1	21.9	x	x
CCCCC(NC(C)=O)c1nc2ccccc2n1CCC (stereo not given)	-37.1	0.2	-0.36
CCOc1ccccc1Oc1c(C)oc2c(CN3CCN(C)CC3)c(O)ccc2c1=O	21.4	0.24	0.05
CC(=O)c1cccc(NC(=O)c2cc(C(C)C)on2)c1	x	0.28	-0.04
CC(C)Nc1nnc(SCC(=O)/C=C2\N(C)c3ccccc3C2(C)C)s1	x	0.04	0.39
O=C(N=Nc1c(O)[nH]c2ccccc12)c1ccco1	-38.9	x	x
CCOC(=O)N1CCC(N2C(=O)c3ccccc3C2Nc2cc(Cl)c(OC)cc2OC)CC1 (stereo not given)	x	-0.43	0.41
CSc1nc2nccc(-c3ccc(Cl)cc3)n2n1	-67.9	-0.93	0.14
Cc1ccc(C(=O)N/C(=C\c2cccs2)C(=O)NCC2CCCO2)cc1C (stereo not given)	-21.6	0.07	-0.25
O=C1CCC(=O)N1OCCCCOc1ccccc1	-345.4	0.18	-0.08
COc1ccccc1N1CCN(CCOc2c(OC)cccc2OC)CC1	-11.9	0.54	-0.4
CCCCn1c2ccccc2c2nnc(SCC(=O)NC3=NN=C(c4ccccc4)CS3)nc21	x	-0.49	-0.8
CSCc1ccc(C(=O)Nc2ccc(C(N)=O)cc2)cc1	-5.9	x	x
CCc1ccc(NC(=O)CSc2nc3ccccc3c(=O)n2CCCC(=O)N2CCCC2)cc1	-2.8	-0.75	0.66
Cc1noc(C)c1CSc1nnc(-c2ccncc2)n1-c1ccc(Cl)c(Cl)c1	-5.6	-0.26	-0.43
O=C(N/N=C/CCc1ccccc1)c1ccccc1	x	1.41	1.75

Structures above with bromine, in the order listed:
SMILES	INS promoter inh	SDO1 yeast rescue	SDO1 yeast rescue Rescue 24 h
COc1ccccc1NC(=S)NNC(=O)c1nn(C)c(C)c1Br	-13.3	0.59	0.33
CSc1ccc(CN(C)CC(=O)Nc2cccc(Br)c2)cc1	x	-1.24	-0.25
Cc1cc(NC(=O)/C=C/c2ccc(Br)cc2)no1	-28.6	0.09	0.86
O=C(N/N=C\c1cc(Br)ccc1O)c1ccc(S(=O)(=O)N2CCCCC2)cc1	u	-0.5	1.38
COC(=O)CN1C(=S)N(Cc2ccccc2)C(=O)C1CC(=O)Nc1ccc(Br)cc1 (stereo not given)	46.1	-2.28	-1.85
COC(=O)CCC(=O)Nc1cccc(Br)c1	-6.2	0.34	0.75
Cn1c(=O)[nH]c(=O)c2c1nc(Br)n2CCCc1ccccc1	9.6	-1.27	-1.07
